Anesthetic bind: qHTS Assay for Identification of Novel General Anesthetics; Ferritin light chain (Equus caballus), P02791; apoferritin/1-aminoanthracene competitive binding, fluorescence; Potency, µM (series often up to 77.5 µM), without a hit: at the highest dose activity change, negative = displacement, hits mostly inhibitors; 0.074% of 350,000 active; AID 485281, 2010; further: potency means the concentration at half of the fitted maximal effect; on the % scale 0 is the no-effect control and ±100 the full control effect; nearly all actives have a fitted effect of over 20% in size
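10 uM apoferritin + 50% sat. 1-AMA, PBS; cpd 10 min RT; Ex380/Em535 endpoint; normalized to free probe vs complex; 4-param Hill fit; propofol titration as pos. ctrl.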
Pol kappa inh: qHTS for Inhibitors of Polymerase Kappa. Potency, µM (doses to about 107 µM), without a hit: top-dose activity, negative = inhibition, hits mostly inhibitors. purified Pol kappa, fluorescent DNA synthesis assay, 10 min. 0.53% of 400,000 active; further: potency means the concentration at half of the fitted maximal effect; on the % scale 0 is the no-effect control and ±100 the full control effect
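Fluorescent qHTS in 1536-well format: enzyme (10 nM) and compound sat 15 min at room temperature before 50 nM substrate (final) was added. Signal taken at 0 and 10 min; no-enzyme buffer wells were negative controls.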
PGK inhibitor: qHTS Assay to Find Inhibitors of Phosphoglycerate Kinase; PGK/GAPDH coupled, Kinase-Glo luminescence, 60 min; Potency, µM (doses to about 57.5 µM), for the others: at the top dose activity change, negative = inhibition, usual class: inhibitors; 0.043% of 380,000 active; AID 602233, 2012; further: potency means the concentration at half of the fitted maximal effect; on the % scale 0 is the no-effect control and ±100 the full control effect; nearly all actives have a fitted effect of over 60% in size
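Luminescent ATP detection (Kinase-Glo Plus) follows a 60-minute room-temperature incubation, with wells lacking PGK as controls. Buffer: 100 mM TEA (pH 7.6), 5 mM MgCl2, 0.01% Tween-20. Coupling enzyme GAPDH (100 nM final) supplies unstable 1,3-BPG in-well.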
Pol beta inh: qHTS Assay for Inhibitors of DNA Polymerase Beta; 1.3% of 340,000 active; P06746; Potency, µM (titrated, usually from 114 µM), for inactives: top-dose activity change, negative = inhibition, most hits filed as inhibitors; Pol beta primer extension/strand displacement, fluorescence kinetic; further: potency means the concentration at half of the fitted maximal effect; on the % scale 0 is the no-effect control and ±100 the full control effect
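Pol beta (10 nM) was preincubated with compound for 15 min at room temperature. The reaction was then started with 50 nM substrate and read immediately and after a further 10 min at room temperature.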
APE1 inh: qHTS Assay for Inhibitors of the Human Apurinic/apyrimidinic Endonuclease 1 (APE1) | 0.35% of 350,000 active | recombinant APE1, TAMRA/BHQ-2 abasic DNA cleavage fluorescence | Potency, µM (titrated, usually from 65.8 µM), inactives show at the top dose activity change, negative = inhibition, most hits filed as inhibitors | AID 2517, 2012;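 further: potency means the concentration at half of the fitted maximal effect; plate controls were vehicle for no effect and reference inhibitor for full effect; nearly all actives have a fitted effect of over 55% in size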
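APE1 at 0.75 nM preincubated 15 min at room temperature with compound. Reaction then started with 50 nM double-stranded THF-abasic substrate labelled with TAMRA/BHQ-2, and 525/598 nm fluorescence read kinetically. Activity taken as third-minus-first read difference, normalized to DMSO and NSC13755 controls.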
RXFP1 antag: qHTS Assay for Antagonists of the Relaxin Receptor RXFP1; Relaxin receptor 1 (Homo sapiens), Q9HBX9; activity change, negative = inhibition, % at 57.5 µM; 0.59% of 350,000 active; HEK293-RXFP1, relaxin-stimulated cAMP HTRF, 30 min; active compounds read low;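 active means activity change of -60% or lower, but not beyond a set lower limit; inconclusive means change between -60% and -40%, or beyond the set limit; inactive means change above -40%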; further: on the % scale 0 is the no-effect control and ±100 the full control effect
Pol eta inh: qHTS for Inhibitors of Polymerase Eta; DNA polymerase eta (Homo sapiens), Q9Y253; recombinant Pol eta, fluorescent DNA replication assay; Potency, µM (titrated, usually from 114 µM), without a hit: at the top dose activity change, negative = inhibition, actives largely listed as inhibitors; 1.2% of 390,000 active; further: potency means the concentration at half of the fitted maximal effect; on the % scale 0 is the no-effect control and ±100 the full control effect
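Pol eta (10 nM) was preincubated with compounds for 15 min at room temperature, after which fluorescent replication substrate (50 nM final) was added to start the reaction. Fluorescence was read kinetically at 0 and 10 min.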
BLM helicase inh: qHTS Assay for Inhibitors of Bloom's syndrome helicase (BLM) | RecQ-like DNA helicase BLM (Homo sapiens), P54132 | 0.2% of 350,000 active | recombinant BLM DNA unwinding, fluorescence dequenching | AID 2528, 2010 | Potency, µM (top dose mostly 56.1 µM), without a hit: top-dose activity change, negative = inhibition, most hits filed as inhibitors;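 further: potency means the concentration at half of the fitted maximal effect; plate controls were vehicle for no effect and no enzyme for full effect; nearly all actives have a fitted effect of over 35% in size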
POLI inh: qHTS for Inhibitors of Polymerase Iota | DNA polymerase iota (Homo sapiens), Q9UNA4 | Pol iota fluorescent replication assay, 10 min | Potency, µM (highest dose often 115 µM), for inactives: top-dose activity, negative = inhibition, usual class: inhibitors | 1% of 390,000 active | AID 588590, 2011; further: potency means the concentration at half of the fitted maximal effect
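Fluorescent replication assay read twice, at 0 min and 10 min after adding 50 nM (final) substrate. Enzyme (10 nM) and compounds were first incubated 15 min at room temperature; enzyme-free buffer wells were negative controls.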
Active calls of the source: *; i = inactive; ? = inconclusive; nt = no result given; & = joins results of further samples; [ ] = another dose, or the depositor's remark. Unless noted, the call rests on the fitted dose curve; in most records, active means well fitted curve in the direction sought with a large enough effect; inconclusive means small, poorly fitted or top-dose-only effect, or another doubt; inactive means no such curve, though single readings can be large; an effect the other way counts as inactive or inconclusive. Not all compounds are listed (hit frequency here may not be typical).

SMILES | Anesthetic bind | Pol kappa inh | PGK inhibitor | Pol beta inh | APE1 inh | RXFP1 antag | Pol eta inh | BLM helicase inh | POLI inh
COc1ccc(OC)c(NC(=O)C2COc3ccccc3O2)c1 (stereo not given) | ? | -18% | -6% | -16% | 3% | -2 | -7% | -2% | 10%
Cc1cc(C(=O)CCl)c(C)n1CCc1ccc(Cl)cc1 | ? | -11% | -3% | 7% | -3% | -10 | -9% | -19% | ?
Cc1c(NC(=O)C(C)OC(=O)c2cc3c4ccccc4n(C)c3s2)c(=O)n(-c2ccccc2)n1C (stereo not given) | -13% | 0% | i | 25% | 10% | -1 | -14% | -5% | 15%
CCC(C)[C@H](N)c1cn([C@@H](Cc2cc3ccccc3[nH]2)C(=O)N2CCNCC2)nn1 (stereo not given in full) | -4% | 6% | i | 7% | 1% | nt | -9% | -10% | 178%[activator]
Cc1ccc(-c2nnc(Cc3ccc([N+](=O)[O-])cc3)o2)cc1 | -19% | -7% | i | 12% | -2% | -6 | -18% | -6% | 19%
Cc1cc(C)c(S(=O)(=O)N(C)CC(=O)NC2CCCC2)c(C)c1 | 6% | -8% | nt | 10% | -1% | 9 | 1% | 0% | 6%
CCOC(=O)c1cccc(NC(=O)CSc2nnc(COc3ccccc3C)o2)c1 | ? | -3% | i | 1% | 9% | -10 | -2% | 0% | 8%
Cn1c(=O)oc2cc(S(=O)(=O)N3CCN(c4ccccn4)CC3)ccc21 | 5% | -11% | -8% | -5% | 0% | -10 | -1% | 0% | 12%
COc1ccc(CN(C)CC(=O)Nc2ccc(Cl)cc2C(F)(F)F)c(OC)c1 | -6% | -19% | -10% | 1% | 1% | 0 | -10% | 0% | 13%
CC(=O)Nc1ccc(S(=O)(=O)Oc2cccc(N3C(=O)C4CC=CCC4C3=O)c2)cc1 (stereo not given) | -20% | -16% | -5% | 17% | 13% | -12 | -11% | -2% | 48%[activator]
O=C(Nc1ccccc1)c1nc[nH]c1C(=O)NCCCCCCNC(=O)c1[nH]cnc1C(=O)Nc1ccccc1 | nt | -8% | 8% | nt | -25% | nt | -6% | nt | 29%
CC12CCC(=O)N1C(C(=O)Nc1cccc(F)c1)CS2 (stereo not given) | ? | -7% | -1% | 31% | 23% | 4 | 6% | 0% | -3%
CCOC(=O)C(C#N)(Cc1ccc2ccccc2n1)Cc1ccc2ccccc2n1 | nt | -4% | -5% | nt | nt | -8 | -15% | nt | 39%[activator]
O=c1[nH]c(CN2CCN(c3ccc(F)cc3)CC2)nc2ccccc12 | -5% | -4% | -6% | 7% | 3% | -19 | -2% | -3% | 9%
COc1cc(NS(=O)(=O)c2csc(C(N)=O)c2)cc(OC)c1 | -7% | -9% | 1% | 40% | 24% | -6 | -3% | 0% | -4%
Cc1nc2nc3c(c(=O)n2[nH]1)CCCC3 | -6% | -2% | i | 2% | 2% | -2 | 4% | -1% | -4%
COc1ccc(N(CC(=O)N2CCCCC2)S(=O)(=O)c2c(C)nn(C)c2C)cc1 | -2% | 5% | i | -13% | -10% | 2 | -10% | -18% | -18%
Cc1ccc(C)c(OCCOCCn2c(-c3ccc(Br)cc3)nc3ccccc3c2=O)c1C | 4% | -11% | i | 17% | nt | -2 | -9% | 0% | -1%
N#Cc1ccc(COC(=O)c2cnc3ccccc3n2)cc1 | -2% | -1% | -1% | 22% | -2% | -2 | -8% | -1% | ?
CC(C)C1CC(c2csc(N)n2)CCO1 (stereo not given) | ? | -4% | i | 12% | -2% | -32 | -17% | -4% | -4%
CC1CCC2(CC1)NC(CO)(CO)CO2 (stereo not given) | -10% | -11% | -7% | 13% | -1% | 9 | 9% | 3% | 15%
FC(F)(F)c1cccc(-c2cc(C3CCNCC3)[nH]n2)c1 | -9% | -4% | -2% | ? | 24% | -23 | -10% | 1% | 155%[activator]
O=C(Nc1ccccc1Cl)C1CCN(S(=O)(=O)c2cccc3nonc23)CC1 | 4% | -24% | 0% | 28% | -20% | 1 | -1% | -1% | 64%[activator]
C=C(C)C1Cc2c(C)nn(-c3cccc4ccccc34)c2C1 (stereo not given) | -18% | 0% | -3% | 0% | 4% | ? | -6% | -17% | -4%
O=C(Nc1cc(NC(=O)c2ccccc2F)ccc1Cl)c1ccccc1 | -17% | 3% | -2% | 10% | 14% | -2 | -17% | -3% | 18%

In the list so far, these have a Cl atom:
SMILES | Anesthetic bind | Pol kappa inh | PGK inhibitor | Pol beta inh | APE1 inh | RXFP1 antag | Pol eta inh | BLM helicase inh | POLI inh
Cc1cc(C(=O)CCl)c(C)n1CCc1ccc(Cl)cc1 | ? | -11% | -3% | 7% | -3% | -10 | -9% | -19% | ?
COc1ccc(CN(C)CC(=O)Nc2ccc(Cl)cc2C(F)(F)F)c(OC)c1 | -6% | -19% | -10% | 1% | 1% | 0 | -10% | 0% | 13%
O=C(Nc1ccccc1Cl)C1CCN(S(=O)(=O)c2cccc3nonc23)CC1 | 4% | -24% | 0% | 28% | -20% | 1 | -1% | -1% | 64%[activator]
O=C(Nc1cc(NC(=O)c2ccccc2F)ccc1Cl)c1ccccc1 | -17% | 3% | -2% | 10% | 14% | -2 | -17% | -3% | 18%

Record cards, as listed above:
CC(=O)Nc1ccc(S(=O)(=O)Oc2cccc(N3C(=O)C4CC=CCC4C3=O)c2)cc1 (stereo not given) in the list: Anesthetic bind = -20%; Pol kappa inh = -16%; PGK inhibitor = -5%; Pol beta inh = 17%; APE1 inh = 13%; RXFP1 antag = -12; Pol eta inh = -11%; BLM helicase inh = -2%; POLI inh = 48%[activator]
Cc1cc(C(=O)CCl)c(C)n1CCc1ccc(Cl)cc1 in the list: Anesthetic bind = ?; Pol kappa inh = -11%; PGK inhibitor = -3%; Pol beta inh = 7%; APE1 inh = -3%; RXFP1 antag = -10; Pol eta inh = -9%; BLM helicase inh = -19%; POLI inh = ?

Some values from the list.
CCC(C)[C@H](N)c1cn([C@@H](Cc2cc3ccccc3[nH]2)C(=O)N2CCNCC2)nn1 (stereo not given in full) | POLI inh: 178%[activator]
Cc1nc2nc3c(c(=O)n2[nH]1)CCCC3 | APE1 inh: 2%

(more compounds)
SMILES | Anesthetic bind | Pol kappa inh | PGK inhibitor | Pol beta inh | APE1 inh | RXFP1 antag | Pol eta inh | BLM helicase inh | POLI inh
Cc1ccc(-n2cc(-c3ccccc3)nc2S(=O)(=O)CC(=O)Nc2ccc(F)cc2)cc1 | ? | 0% | -1% | -12% | nt | ? | -16% | -5% | 5%
O=C1C=C(c2cccc(Cl)c2)C[C@@H](c2ccc(Cl)cc2)C1 | nt | -12% | -1% | nt | -13% | nt | -12% | nt | 7%
Cc1ccc2oc(C(=O)Nc3ccc(S(=O)(=O)Nc4onc(C)c4C)cc3)cc(=O)c2c1 | -7%&-6% | -9%&-3% | -11% | -7%&-14% | 8% | 30&2 | -16%&-14% | -1%&-2% | 0%&-14%
COc1cccc(N2CC(NC(=O)c3ccco3)CC2=O)c1 (stereo not given) | 56%[activator] | -8%[60.1 µM] | 12% | 4% | nt | 17 | -12% | 1% | -7%
Cc1cccn2c(=O)c(/C=C(\C#N)S(=O)(=O)c3ccccc3)c(N3CCCCC3)nc12 | -7% | -12% | 2% | 31% | 0% | 7 | 1% | -12% | 117%[activator]
COC/C=C/C1=CC2=CC(=O)C(C)(OC(=O)c3cnc4ccccc4n3)C(=O)C2=CN1Cc1ccccc1 (stereo not given) | -7% | -38% | -2% | 10µM* | -4%[12.4 µM] | nt | 28µM* | -20%[12.4 µM] | ?
CC1CCN(c2nc3c(c(=O)[nH]c(=O)n3C)n2CC(C)CSc2nnnn2-c2ccccc2)CC1 (stereo not given) | -2% | 9% | -11% | 3% | -4% | nt | -15% | -4% | 19%
Cn1c(SCC(=O)NCCc2ccccc2)nnc1-c1ccco1 | -8% | 4% | 0% | 33% | -1% | -13 | -9% | 1% | 15%
COc1cc(Cn2c(C(=O)O)cc3sccc32)cc(OC)c1OC | 2% | 1% | -3% | 0% | -1% | -3 | -3% | -1% | 51%[activator]
CCCCC[C@H](O)/C=C/[C@@H]1[C@@H](C/C=C\CCCC(=O)OC)[C@@H](O)C[C@H]1O | -18% | -10% | ? | 24% | 7% | nt | ? | -19% | 1.3µM*
O=C(NCc1ccccc1F)c1ccc(S(=O)(=O)NCc2ccco2)cc1 | nt | -5% | i | nt | 3% | 10 | -21% | nt | 24%
Cc1noc(C)c1C(=O)N(C)CC(=O)Nc1ccc(F)c(F)c1F | nt | -7% | -2% | nt | 9% | 7 | -9% | nt | 16%
COc1ccc(CCNC(=O)CCc2nnc(Cc3ccc4c(c3)OCO4)o2)cc1 | -11% | -20% | -2% | 1% | -8% | 3 | -6% | 4% | 23%
COc1ccc(S(=O)(=O)N2CCn3c2nc2ccccc23)cc1 | -6% | -6% | 4% | 2% | 6% | -3 | -9% | 3% | ?
Cc1ccc(S(=O)(=O)N2CCCCC2)cc1C(=O)Nc1ccccn1 | -10% | -14% | -2% | ? | -21% | -2 | 5% | -7% | 3%
COc1ccccc1NS(=O)(=O)c1cc(C(=O)NCC(c2cccs2)N2CCOCC2)ccc1C (stereo not given) | nt | -9% | -2% | nt | 12% | -14 | -7% | nt | 15%

Compound activity as filed in PubChem.
